# RTF Ca sens inh = cardiac RTF calcium sensitivity inhibitors, primary screen, biochemical, IANBD-TnC fluorescence, EC70 calcium; Troponin I, cardiac muscle (Homo sapiens) + Troponin T, cardiac muscle (Homo sapiens) + …; IANBD-labeled cardiac RTF, Ca2+ fluorescence; inhibition, % at 7.15 µM; 340,000 tested, 0.12% active;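 active means inhibition above the mean inhibition of all tested compounds plus 3 SD, cut at about 17% in these data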;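 further: assay run at fixed EC70 calcium of 1.6 mM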
# LANA DNA inh = inhibitors of KSHV C-LANA binding to DNA, primary screen, biochemical, fluorescence polarization, FAM-LBS DNA, MBP-C-LANA, single point. Kaposi's sarcoma herpesvirus LANA C-terminal domain (residues 932-1162) DNA binding. inhibition, % at 9 µM. 340,000 tested, 0.078% active. AID 504423, 2011;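 active means highest replicate inhibition at or above 60% at 9 µM, even if other replicates fall short; inactive means all replicates below 60% inhibition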;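 further: 0% = neutral control wells and 100% = 4 µM acridine orange control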
# Arr AP2 block = inhibitors of beta-arrestin/AP2 binding, primary screen, biochemical, GPCR trafficking, flow cytometry; beta-arrestin 1 C-terminal peptide binding to AP2 beta2-adaptin appendage (human); FITC-arrestin peptide / GST-AP2 beads; AP2 beta2 appendage carries R879A mutation; inhibition, % at 10 µM; 340,000 tested, 0.31% active; AID 504490, 2011;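 active means inhibition above a set limit, near 3 SD of compounds lacking own fluorescence, cut at about 54% in these data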;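 further: plate controls were DMSO wells for no effect and 5 µM unlabelled arrestin peptide for full effect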
#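 System: GST-AP2 R879A glutathione beads | Also added: FITC-arrestin peptide, 50 nM | Times: 12 min plus 1 h, RT | Signal: Bead flow cytometry, FITC channel | Buffer or medium: PBS with 0.05% Tween 20 and 0.1% BSA | Read-out basis: Percent drop in bead-associated FITC signal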
# V-ATPase pHluor = regulators of yeast V-ATPase proton pumping, primary screen, pHLuorin cytosolic pH fluorescence; AID 504577, 2011; 350,000 tested, 0.37% active; S. cerevisiae; response, % at 10 µM; in the data active means response mostly above about 7.3%, no sharp cut-off; inactive means mostly below about 5.4%; further: actives read high; inactives centre near 0; some compounds called inactive have numbers as strong as hits; reference of the scale not given here
# cardiac RTF act = cardiac RTF calcium sensitivity activators, primary screen, biochemical, IANBD-TnC fluorescence, EC20 calcium. Troponin I, cardiac muscle (Homo sapiens) + Troponin T, cardiac muscle (Homo sapiens) + …. IANBD-labeled TnC RTF fluorescence at EC20 calcium; 0% EC20 calcium, 100% full calcium. activation, % at 7.2 µM. 340,000 tested, 0.24% active;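 active means activation above the mean over all tested compounds plus 3 SD, cut at about 30% in these data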;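 further: rise in fluorescence read as greater calcium sensitivity of cardiac thin filaments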
# OPRM1-OPRD1 ag = agonists of OPRM1-OPRD1 heterodimerization, primary screen, cell-based, luminescence. Mu-type opioid receptor (Homo sapiens) + Delta-type opioid receptor (Homo sapiens), …. cells. activation, % at 9.3 µM. 340,000 tested, 0.3% active. AID 504326, 2011; in the data active means activation above about 18%;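 further: 0% = vehicle-treated cells and 100% = reference agonist; values of inactives mirror those of a sister screen read the other way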
# Keap1-Nrf2 PPI = Keap1-Nrf2 protein-protein interaction inhibitors, primary screen, biochemical, fluorescence polarization, single point; 340,000 tested, 0.15% active; Keap1 Kelch-Nrf2 peptide fluorescence polarization, 1536-well; AID 504523, 2011; Kelch-like ECH-associated protein 1 (Homo sapiens), Q14145; inhibition, % at 9.4 µM; in the data active means inhibition above about 12%; inconclusive means no clear call, values can overlap the other calls; inactive means below about 7.3%;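 further: human Keap1 Kelch domain with fluorescein labeled Nrf2 9mer peptide probe; 0% = neutral control wells and 100% = peptide positive control; higher means more block of Keap1 binding to Nrf2 peptide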
# Wnt act = Wnt/beta-catenin pathway activators, primary screen, cell-based, plate reader, single point; Wnt/beta-catenin reporter cell assay, activator; 300,000 tested, 1.2% active; activation, % at 9.35 µM; in the data active means activation above about 30%, passing the limit was not always enough; inconclusive means no clear call, values can overlap the other calls;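 further: 0% = neutral control wells and 100% = positive control wells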
# DSG3 Ab inh = inhibitors of pemphigus antibody binding to DSG3, primary screen, biochemical, bead-based, flow cytometry, scFv-GFP; 310,000 tested, 0.48% active; DSG3-coupled beads, scFv-anti-DSG3-GFP binding; active compounds read low; AID 588358, 2011; binding (percent of control), % at 10 µM;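 active means binding more than 3 SD below its plate's average and above zero; inconclusive means below that plate limit but binding exactly zero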;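 further: hits lower antibody fragment binding to DSG3; some compounds called inactive have numbers as strong as hits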
# Target sequence (P32926 whole entry, looked up, the tested form may be a part): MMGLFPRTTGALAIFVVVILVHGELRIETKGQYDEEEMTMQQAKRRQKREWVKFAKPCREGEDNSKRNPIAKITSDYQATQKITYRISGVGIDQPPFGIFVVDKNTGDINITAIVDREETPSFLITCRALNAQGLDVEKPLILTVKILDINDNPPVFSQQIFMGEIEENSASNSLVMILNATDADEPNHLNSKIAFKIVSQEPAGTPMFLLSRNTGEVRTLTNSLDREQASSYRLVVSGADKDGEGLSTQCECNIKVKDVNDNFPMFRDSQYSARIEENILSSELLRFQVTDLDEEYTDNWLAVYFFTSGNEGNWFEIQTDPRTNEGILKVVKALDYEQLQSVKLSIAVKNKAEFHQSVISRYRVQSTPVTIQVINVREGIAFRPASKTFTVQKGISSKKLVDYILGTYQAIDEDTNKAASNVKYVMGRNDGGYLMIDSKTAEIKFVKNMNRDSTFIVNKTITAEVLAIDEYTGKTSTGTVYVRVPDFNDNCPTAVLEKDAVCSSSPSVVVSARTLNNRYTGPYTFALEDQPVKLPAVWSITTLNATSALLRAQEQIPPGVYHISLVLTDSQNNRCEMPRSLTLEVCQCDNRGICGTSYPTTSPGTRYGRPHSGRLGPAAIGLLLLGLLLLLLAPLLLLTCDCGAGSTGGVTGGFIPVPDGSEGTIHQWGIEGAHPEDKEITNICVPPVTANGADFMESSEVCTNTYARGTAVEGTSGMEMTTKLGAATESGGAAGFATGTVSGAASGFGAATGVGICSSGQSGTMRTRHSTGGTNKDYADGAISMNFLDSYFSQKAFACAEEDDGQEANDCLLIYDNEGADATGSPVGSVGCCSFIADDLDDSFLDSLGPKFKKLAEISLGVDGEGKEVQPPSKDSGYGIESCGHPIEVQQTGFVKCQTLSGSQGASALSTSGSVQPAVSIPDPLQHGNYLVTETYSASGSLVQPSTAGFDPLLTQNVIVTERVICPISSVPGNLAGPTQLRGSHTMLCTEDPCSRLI
# MOR-DOR inv ag = inverse agonists of MOR-DOR heterodimerization, primary screen, cell-based, luminescence | cell-based MOR-DOR heterodimer luminescence, inverse agonism | 340,000 tested, 0.21% active | Mu-type opioid receptor (Homo sapiens) + Delta-type opioid receptor (Homo sapiens), … | inhibition, % at 9.3 µM; in the data active means inhibition above about 22%, passing the limit was not always enough;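 further: 0% = cells with DMSO and 100% = wells without cells with DMSO; values of inactives mirror those of a sister screen read the other way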
# Active calls of the source: *; ? = inconclusive; . = no result given.
SMILES,RTF Ca sens inh,LANA DNA inh,Arr AP2 block,V-ATPase pHluor,cardiac RTF act,OPRM1-OPRD1 ag,Keap1-Nrf2 PPI,Wnt act,DSG3 Ab inh,MOR-DOR inv ag
COCCNC(=S)c1ccc(OC)cc1,4,0.5,29,0,0,-3.9,-3,0,100,16
Cc1ccc(NC(=O)/C(=C/c2ccc([N+](=O)[O-])cc2)NC(=O)c2ccccc2)cc1,-10,-0.7,2,-3,3,5.1,-4,0,90,-27
O=C(Oc1ccc(N(C(=O)c2ccncc2)S(=O)(=O)c2ccc(Cl)cc2)cc1)c1ccncc1,2,3.8,0,-2,4,1.3,2,3,101,-6
COc1ccc(NC2CCCN(C(=O)c3ccc(C(C)=O)cc3)C2)cc1 (centres undefined),-1,-0.8,50,-3,-4,-3.9,-2,0,111,13
COc1ccc(/C=N/NC(=O)CN(C2=NS(=O)(=O)c3ccccc32)c2ccccc2)cc1OC,-10,0.9,51,-4,-3,-0.3,0,-3,97,2
CCO[C@H]1OC(C(=O)NCc2nc3ccccc3[nH]2)=C[C@@H](c2ccc3c(c2)OCO3)[C@@H]1CCCO,-6,-2.1,4,1,5,-0.1,2,1,105,0
COc1ccc2nc(C)cc(N3CCC(C(N)=O)CC3)c2c1,-1,4.6,-4,3,8,1.7,-4,-2,117,-8
Cn1nc(C(=O)Nc2cccc(S(=O)(=O)N3CCCC3)c2)c2ccccc2c1=O,-7,-1.2,-2,-2,1,-1.8,6,3,104,10
O=C(CS(=O)(=O)Cc1ccccc1)Nc1nnc(C2CCCCC2)s1,-8,-1.0,15,8,1,0.5,1,.,.,-2
OC(c1ccc(Cl)cc1Cl)C(Cc1cccnc1)n1cncn1 (centres undefined),5,1.3,10,-4,5,-1.8,-1,29,96,11
COc1ccccc1NC(=S)NCc1ccc(S(N)(=O)=O)cc1,-7,2.3,21,-4,0,-3.6,2,-1,125,19
CCOc1ccc(C(=O)NCC(=O)OCC(=O)Nc2ccccc2OC)cc1,-9,1.2,4,-1,7,-2.3,-5,1,103,12

# Exported with values ahead of the structure: entries from further up.
RTF Ca sens inh	LANA DNA inh	Arr AP2 block	V-ATPase pHluor	cardiac RTF act	OPRM1-OPRD1 ag	Keap1-Nrf2 PPI	Wnt act	DSG3 Ab inh	MOR-DOR inv ag	Molecule
-1	-0.8	50	-3	-4	-3.9	-2	0	111	13	COc1ccc(NC2CCCN(C(=O)c3ccc(C(C)=O)cc3)C2)cc1 (centres undefined)
-10	0.9	51	-4	-3	-0.3	0	-3	97	2	COc1ccc(/C=N/NC(=O)CN(C2=NS(=O)(=O)c3ccccc32)c2ccccc2)cc1OC
-9	1.2	4	-1	7	-2.3	-5	1	103	12	CCOc1ccc(C(=O)NCC(=O)OCC(=O)Nc2ccccc2OC)cc1

# Following part:
SMILES,RTF Ca sens inh,LANA DNA inh,Arr AP2 block,V-ATPase pHluor,cardiac RTF act,OPRM1-OPRD1 ag,Keap1-Nrf2 PPI,Wnt act,DSG3 Ab inh,MOR-DOR inv ag
C=CCSc1nc(N)c(C(=O)Nc2ccccc2C)cc1C(N)=O,0,3.4,5,-1,2,-3.7,-4,.,.,16
Cc1nc2ccc(NC(=O)N3CCN(c4ccccn4)CC3)cc2s1,2,0.4,-7,5,0,0.4,-4,10,108,-2
O=C(CN1CCCCC1)NNC(=O)c1cccc(Br)c1,-4,0.0,4,1,-1,-2.7,-5,1,104,15
O=C(NCCCNC(=O)c1ccccc1F)c1ccco1,-11,-2.5,-5,2,2,-0.4,-2,-4,.,3
O=C(NCCc1ccccc1)C1CCN(Cc2ccccc2F)CC1,1,1.0,-2,3,5,-0.9,-1,0,102,5
CCCC(C1=C(O)CC(C)(C)CC1=O)C1C(=O)CC(C)(C)CC1=O (centres undefined),-1,0.1,3,-1,-1,-0.3,-2,-7,105,2
COc1cc(/C=C/c2ccc3cccc(O)c3n2)ccc1O,1,14,-1,-1,8,0.0,3,?,112,0
Cc1ccc(N(CC(=O)Nc2cccc(N(C)S(C)(=O)=O)c2)S(C)(=O)=O)cc1,-3,-1.8,5,-2,1,-1.0,-7,.,102,5
CCOc1ccc(-n2c(-c3ccco3)n[nH]c2=S)cc1,-1,1.9,12,0,-7,-2.1,3,-2,102,9
CC1CCN(S(=O)(=O)c2ccc(NC(=O)CN3C(=O)NC(C)(c4ccccc4)C3=O)cc2)CC1 (centres undefined),-5,1.1,1,-2,-7,-3.2,4,2,101,17
CCOc1nc(C)ccc1-c1noc(-c2ccccc2OC)n1,4,0.4,4,1,3,6.5,0,15,102,-35
CCO[C@@H]1OC(C(=O)N2CCN(Cc3ccc4c(c3)OCO4)CC2)=C[C@H](c2csc3ccccc23)[C@H]1CCCO,5,-0.7,2,-1,1,0.6,-5,.,101,-3

# In the list so far, 2 have an NH in an aromatic ring:
SMILES,RTF Ca sens inh,LANA DNA inh,Arr AP2 block,V-ATPase pHluor,cardiac RTF act,OPRM1-OPRD1 ag,Keap1-Nrf2 PPI,Wnt act,DSG3 Ab inh,MOR-DOR inv ag
CCO[C@H]1OC(C(=O)NCc2nc3ccccc3[nH]2)=C[C@@H](c2ccc3c(c2)OCO3)[C@@H]1CCCO,-6,-2.1,4,1,5,-0.1,2,1,105,0
CCOc1ccc(-n2c(-c3ccco3)n[nH]c2=S)cc1,-1,1.9,12,0,-7,-2.1,3,-2,102,9

# Next compounds.
SMILES,RTF Ca sens inh,LANA DNA inh,Arr AP2 block,V-ATPase pHluor,cardiac RTF act,OPRM1-OPRD1 ag,Keap1-Nrf2 PPI,Wnt act,DSG3 Ab inh,MOR-DOR inv ag
Cc1ccc(-c2nc(Nc3ccc(N4CCOCC4)cc3)c3ccccc3n2)cc1,.,-0.7,42,0,.,.,1,-1,77,.
COc1ccc(CNC(=O)CCNS(=O)(=O)c2ccc(Br)s2)cc1,-11,-0.4,14,0,-1,0.5,3,1,.,-3
CCOC(=O)[C@@H]1[C@H]2COc3cc(OC)ccc3[C@@H]2N2C(=O)N(c3cccc(Cl)c3)C(=O)[C@@]12C,6,1.0,1,-2,-8,-1.9,-1,.,102,11
Cc1ccc2[nH]c(CNC(=O)c3ccccc3F)cc2c1,4,-0.9,7,4,2,-1.7,-3,-1,98,9
COc1ccccc1NC(=O)NS(=O)(=O)c1ccc(C)cc1,-20,-3.3,9,2,8,-0.8,-5,.,106,5
Cc1cccc(-[n+]2c(C)cc(C)c3c(=O)[nH]c(=O)[nH]c32)c1,-8,0.3,12,1,1,-2.0,?,-2,80,10
CN(C)CCCN(CCCNC(=O)/C=N/O)Cc1ccccc1,-7,-3.7,11,2,7,-0.1,-2,-1,.,1
CCOC(=O)C1Nc2ccc(C(=O)O)cc2C2C=CCC12 (centres undefined),7,38,14,-1,-5,1.3,10,0,106,-6
NC(=O)C1(C(N)=O)OC1c1ccc(Cl)c(Cl)c1 (centres undefined),-18,-0.3,-5,-1,0,-1.5,0,2,106,8
CC(C)NC(=O)NC(=O)COC(=O)c1c2c(nc3ccccc13)CCC2,-16,1.0,1,-1,-4,4.2,-6,-4,112,-34
CC(=O)N1CCCc2cc(S(=O)(=O)N3CCN(c4ccccn4)CC3)ccc21,-10,0.0,1,0,1,-0.9,-4,.,92,6
CCCc1nc(SCC(=O)N2c3ccccc3CC2C)c2c(C)c(C)sc2n1 (centres undefined),-8,1.6,9,0,7,-0.2,0,.,82,1

# Looked up by structure from above (2):
SMILES,RTF Ca sens inh,LANA DNA inh,Arr AP2 block,V-ATPase pHluor,cardiac RTF act,OPRM1-OPRD1 ag,Keap1-Nrf2 PPI,Wnt act,DSG3 Ab inh,MOR-DOR inv ag
Cc1ccc(N(CC(=O)Nc2cccc(N(C)S(C)(=O)=O)c2)S(C)(=O)=O)cc1,-3,-1.8,5,-2,1,-1.0,-7,.,102,5
C=CCSc1nc(N)c(C(=O)Nc2ccccc2C)cc1C(N)=O,0,3.4,5,-1,2,-3.7,-4,.,.,16

# Next part.
SMILES,RTF Ca sens inh,LANA DNA inh,Arr AP2 block,V-ATPase pHluor,cardiac RTF act,OPRM1-OPRD1 ag,Keap1-Nrf2 PPI,Wnt act,DSG3 Ab inh,MOR-DOR inv ag
CCN(CC)c1ccc(S(=O)(=O)N2CCOCC2)cc1NC(=O)COC(=O)/C=C/c1ccc(O)c(OC)c1,0,0.7,16,-3,-3,-0.5,2,-2,.,2
O=C(NCc1cccc(F)c1F)C1CCC(=O)N(C2CCCCCC2)C1 (centres undefined),-6,-0.8,-5,5,-1,-1.9,2,1,99,10
O=C(c1ccc(F)cc1)C1CCN(C(=O)c2ccncc2)CC1,-2,-1.5,5,-1,1,-0.8,0,-4,101,5
COCCn1ccc2c(OCC(=O)NCc3ccc(C)cc3)cccc2c1=O,-9,0.2,8,4,4,-2.1,3,-1,98,11
Cc1nc2ccc(NC(=O)c3cc(S(=O)(=O)N4CCOCC4)ccc3C)cc2s1,-9,0.0,-11,-1,-2,-0.7,2,.,100,4
Cc1cccc(C)c1NC(=O)COC(=O)c1ccccc1O,-22,-0.2,10,-1,-6,-0.6,-2,14,.,3
NC(=O)CC(NC(=O)c1ccccc1)c1ccc(N2CCN(c3ccccn3)CC2)c([N+](=O)[O-])c1 (centres undefined),10,3.2,4,-3,-5,-0.3,2,0,103,2
CCN(C(=O)CSc1cccc[n+]1[O-])C1CCCCC1,-7,2.4,-6,-5,-3,-5.7,2,17,.,21
O=C(COC(=O)CNC(=O)c1ccccc1F)Nc1ncc(Cl)cc1Cl,-3,2.6,-1,4,1,-3.8,-5,0,104,14
CCOC(=O)C1CCN(c2cc3c(cc2NC(=O)c2ccc(F)cc2)n(C)c(=O)n3C)CC1,1,-1.0,36,-3,-2,-3.4,4,-2,108,17
O=C(c1ccc2[nH]c(=O)c(=O)[nH]c2c1)N1CCc2ccccc2C1,2,0.0,-14,2,3,-1.5,4,-1,95,8
CCOC(=O)c1nnn(-c2nonc2N)c1-c1ccc(F)cc1,-5,1.0,-20,-2,8,-2.2,-2,0,114,11
C=CCNC(=O)C(C#N)c1nc2ccccc2nc1N1CCN(Cc2ccccc2)CC1 (centres undefined),-37,0.7,3,-3,10,-0.8,-1,.,104,4
O=C(CCc1c[nH]c2ccccc12)OCC(=O)N1CCN(S(=O)(=O)c2ccccc2)CC1,2,0.6,-9,1,2,-1.0,-1,2,114,7

# Screening results: PubChem BioAssay, several laboratories
